CHRM1 agonist: human M1 muscarinic receptor agonists, primary screen, Fluo-8 calcium fluorescence, CHO-K1 cells, HTS. CHO-K1 hM1, agonist mode; 0% DMSO, 100% acetylcholine EC100. activation, % at 3 µM. actives 0.33% (n = 360,000). AID 588814, 2011;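 active means activation above the run's mean compound activation plus 3 SD, cut at about 16% in these data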;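 further: peak over basal fluorescence ratio within a 140 s kinetic read after compound addition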
CHRM4 antagonist: human M4 muscarinic receptor antagonists, primary screen, CHO cells, Fluo-8 calcium fluorescence; CHO-hM4 cells, ACh EC80; AID 624125, 2012; inhibition, % at 3 µM; Muscarinic acetylcholine receptor M4 (Homo sapiens), P08173; actives 0.73% (n = 360,000);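 active means inhibition above its plate's cutoff, the mean inhibition of sample wells plus 3 SD, cut at about 27% in these data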;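 further: 0% = acetylcholine EC80 with DMSO and 100% = DMSO without agonist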
Target sequence (P08173 whole entry, looked up): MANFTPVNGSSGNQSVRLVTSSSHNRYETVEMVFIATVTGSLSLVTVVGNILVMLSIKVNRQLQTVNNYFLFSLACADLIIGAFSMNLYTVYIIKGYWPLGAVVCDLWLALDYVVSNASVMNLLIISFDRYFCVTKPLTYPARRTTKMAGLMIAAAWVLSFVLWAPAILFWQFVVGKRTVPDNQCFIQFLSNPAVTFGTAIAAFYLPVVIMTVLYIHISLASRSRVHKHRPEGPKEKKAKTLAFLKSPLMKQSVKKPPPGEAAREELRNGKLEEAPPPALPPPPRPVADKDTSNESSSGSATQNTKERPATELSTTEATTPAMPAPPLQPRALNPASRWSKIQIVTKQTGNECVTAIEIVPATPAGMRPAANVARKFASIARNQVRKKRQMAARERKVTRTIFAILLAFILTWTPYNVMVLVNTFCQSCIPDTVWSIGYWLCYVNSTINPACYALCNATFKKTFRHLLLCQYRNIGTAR
CHO-K1 Ca antag: nonselective inhibitor or artifact in parental CHO-K1 cells; ATP-induced calcium, Fluo-8 fluorescence; inhibition, % at 3 µM; actives 0.6% (n = 360,000); AID 602250;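 active means inhibition above a per-plate cutoff, the plate's mean sample inhibition plus 3 SD, cut at about 24% in these data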;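 further: 0% = DMSO plus EC80 ATP and 100% = DMSO alone without ATP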
CHRM4 agonist: human M4 muscarinic receptor agonists, primary screen, CHO-K1 cells, Fluo-8 calcium fluorescence; Muscarinic acetylcholine receptor M4 (Homo sapiens), P08173; CHO-K1 hM4/Gqi5; vehicle 0%, full acetylcholine response 100%; activation, % at 3 µM; actives 0.14% (n = 360,000);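 active means activation above the run mean over all test wells plus 3 SD, cut at about 32% in these data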;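 further: peak over basal fluorescence ratio per well then scaled between controls; 0% = DMSO wells and 100% = acetylcholine at EC100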
CHO-K1 Ca ag: counter-screen for M1 agonists: effect in parental CHO-K1 cells | Fluo-8 calcium fluorescence; scaled to maximal ATP response, vehicle zero | activation, % at 3 µM | actives 0.48% (n = 360,000) | AID 602248, 2012; in the data active means activation above about 15%;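 further: untransfected CHO-K1 host cells lacking M1 receptor as counterscreen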
CHO parental Ca: ATP-evoked calcium signal inhibitors, parental CHO, primary screen, counter-screen for OX1R antagonist project, cell-based, fluorescence, Fluo-8 calcium dye; parental CHO-K1, ATP-induced calcium, Fluo-8 fluorescence; inhibition, % at 5.6 µM; actives 0.63% (n = 330,000);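 active means inhibition above that plate's mean sample inhibition plus 3 SD, cut at about 26% in these data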;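 further: 0% = ATP-challenged DMSO wells and 100% = DMSO wells without ATP; some compounds past the cut are filed as inactive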
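Material: parental CHO cells / Compound: single nominal dose of 5.6 µM per compound / Signal: Fluo-8 fluorescence / Replicates: singlicate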
CHRM1 antagonist: human M1 muscarinic receptor antagonists, primary screen, CHO-K1 cells, Fluo-8 calcium fluorescence, 1536-well | inhibition, % at 3 µM | actives 1.3% (n = 360,000) | CHO-K1 hM1, ACh EC80 antagonist | Muscarinic acetylcholine receptor M1 (Homo sapiens), P11229;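 active means percent inhibition above its own plate's cutoff, namely the mean of that plate's compound wells plus 3 SD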;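 further: peak over basal fluorescence ratio during 140 s after agonist addition; 0% = ACh EC80 plus DMSO and 100% = DMSO alone without agonist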
M1 PAM: human M1 muscarinic receptor positive allosteric modulators, primary screen, CHO-K1 cells, Fluo-8 calcium fluorescence, 1536-well. activation, % at 3 µM. actives 0.088% (n = 360,000). CHO-K1 hM1, ACh EC20; 0% = ACh EC20, 100% = maximal ACh. Muscarinic acetylcholine receptor M1 (Homo sapiens), P11229; in the data active means activation above about 19%, passing the limit was not always enough
OXTR potentiate: human OXTR potentiators, primary screen, fluorescence, CHO-OTR cells, Fluo-8 calcium | Oxytocin receptor (Homo sapiens), P30559 | actives 0.061% (n = 320,000) | Fluo-8 calcium fluorescence, potentiator mode; 0% = oxytocin EC15, 100% = EC100 | activation, % at 3 µM;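 active means activation above that plate's cutoff, the mean activation of tested compounds plus 3 SD, cut at about 6.6% in these data, passing the limit was not always enough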;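 further: 100% uses oxytocin at 75 nM as the full agonist control; some results filed as inactive read as strong as hits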
Target sequence (P30559 whole entry, looked up): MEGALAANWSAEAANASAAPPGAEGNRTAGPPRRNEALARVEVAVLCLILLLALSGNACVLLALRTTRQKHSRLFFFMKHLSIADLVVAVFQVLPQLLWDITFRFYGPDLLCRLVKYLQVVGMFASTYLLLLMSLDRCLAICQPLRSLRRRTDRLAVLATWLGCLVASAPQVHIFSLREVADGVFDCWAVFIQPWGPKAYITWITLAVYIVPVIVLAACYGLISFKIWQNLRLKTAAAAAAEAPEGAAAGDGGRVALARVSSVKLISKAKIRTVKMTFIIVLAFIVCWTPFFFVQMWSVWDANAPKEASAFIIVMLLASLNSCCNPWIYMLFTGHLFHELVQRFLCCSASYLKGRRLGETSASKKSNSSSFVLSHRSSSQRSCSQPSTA
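System: human OTR in CHO cells; Also added: sub-maximal oxytocin, roughly EC15; Timing: compound 6 min at room temperature before oxytocin, 100 s read; Technique: Fluo-8 intracellular calcium fluorescence, ex 470-495, em 515-575 nm; Controls: oxytocin EC15 low and EC100 high; Replication: singlicate.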
An asterisk follows results filed as active; nt = not tested or not shown.

Compound	CHRM1 agonist	CHRM4 antagonist	CHO-K1 Ca antag	CHRM4 agonist	CHO-K1 Ca ag	CHO parental Ca	CHRM1 antagonist	M1 PAM	OXTR potentiate
CC(=O)NC1=C(N(C)C2CCS(=O)(=O)C2)C(=O)c2ccccc2C1=O (stereo not given)	-4.1	7.2	-9.3	0.9	0.3	-7.7	-1.3	6.3	-2.7
S=c1nc(-c2ccccc2)[nH]n1-c1ccccc1	-2.6	5.6	-10.4	0.1	0.3	-5.0	-0.1	-0.3	0.8
CCCCNC(=O)OCC(CC)NC(=O)OCC(C)C (stereo not given)	-5.5	-3.0	-6.1	0.9	0.1	-11.2	-4.2	6.0	-6.1
O=C(OCn1nnc2ccccc2c1=O)c1cc2ccccc2o1	-2.7	8.3	1.8	1.0	0.0	3.4	-17.9	9.6	-3.4
CC1(C)NC(=O)N(CCOc2cccc(Oc3ccccc3)c2)C1=O	-6.3	-0.5	-21.8	5.9	4.7	-14.2	-8.2	6.4	-9.3
FC(F)(F)c1nc(NCc2cccnc2)c2ccccc2n1	-2.4	-10.1	-7.0	1.6	1.2	-4.6	-11.0	1.8	0.8
OC(c1ccccc1)(c1nc(-c2ccccc2)cs1)C(F)(F)F (stereo not given)	-6.6	2.7	-23.0	-0.8	1.4	nt	-6.8	-6.8	nt
O=C(c1ccccc1)C1CCN(CC(=O)N2CCN(c3ccccc3)CC2)CC1	-5.5	5.4	-20.2	1.2	0.0	-2.4	0.6	2.8	4.9
Cn1c(=O)c2sccc2n2c(CCCC(=O)NCc3ccc(F)cc3)nnc12	-9.8	-4.7	-16.2	4.4	1.5	-6.9	-12.5	6.7	0.6
CC(C)N(C(=O)[C@H]1C[C@H](CC(=O)NCCC2=CCCCC2)C(=O)N2CCc3c([nH]c4ccc(Cl)cc34)[C@]12C)C(C)C	7.2	-9.6	7.8	0.1	0.1	-24.1	-3.9	21.4	nt
CC(C)n1c(SCC(=O)Nc2ccccc2)nc2c1c(=O)n(C)c(=O)n2C	-4.7	-5.0	-0.2	1.1	0.4	-25.4	-3.6	-1.1	-2.3
CC(=O)Nc1ccc(C(O)(C(F)(F)F)C(F)(F)F)cc1	-2.6	-7.8	-3.3	0.8	-0.1	2.9	-12.5	6.2	-6.6
Cc1cc(C)nc(NS(=O)(=O)c2ccccc2)n1	0.3	-0.3	-3.9	0.3	0.3	-1.0	0.2	4.8	2.5
CCOC(=O)C(=O)Cc1cccnn1	0.7	-2.6	8.2	-0.3	0.2	nt	6.4	-8.3	nt
Cc1ccc(SCC(=O)OCC(=O)NCCc2ccc(S(N)(=O)=O)cc2)c(C)c1	-1.0	-0.4	-8.4	4.0	1.4	-7.2	7.2	-1.2	-2.0
COc1ccc(C(=O)NCCS(=O)(=O)NCc2ccccc2)cc1	-2.2	-16.3	3.1	1.4	0.2	-6.2	-22.4	15.0	-5.3
O=C(CSc1nc2c(c(C(F)(F)F)n1)CCc1ccccc1-2)NCc1ccco1	-8.4	-8.5	-10.4	-1.6	0.4	-23.6	-3.4	-2.4	1.1
Cc1noc(C)c1S(=O)(=O)N1CCCC1C(=O)NC(C)(C)C (stereo not given)	-1.7	-3.4	-0.3	1.0	0.1	-4.5	-3.8	0.0	6.4
Cc1c(C(=O)N/N=C/c2ccc(Cl)cc2)[nH]c2ccc(Cl)cc12	1.8	-6.5	-3.4	1.7	1.6	1.1	2.5	2.7	-14.9
O=C(Nc1ccc(-c2cscn2)cc1)C1CCCN(Cc2ccccc2)C1 (stereo not given)	-4.7	-0.8	-6.6	5.4	1.2	-12.9	-7.3	0.5	-5.9
COc1ccc(C(C)(C)C)cc1NC(=O)CCc1c(C)noc1C	-5.2	-1.4	12.9	1.5	-0.4	-18.6	7.6	4.8	-3.5
O=C(N/N=C/c1coc2ccc(Cl)cc2c1=O)c1cc(O)cc(O)c1	-1.9	1.7	6.4	10.5	4.2	nt	8.7	-5.3	nt
O=C(Nc1ccccc1F)C1CCCN1S(=O)(=O)c1ccc(Cl)cc1 (stereo not given)	-2.3	-6.0	-18.6	0.9	0.4	-17.0	-5.0	0.1	0.8
CC1CCc2c(sc(NC(=O)COC(=O)C3CCCO3)c2C#N)C1 (stereo not given)	-4.0	-13.5	-24.4	3.6	1.3	-5.2	-10.7	7.8	-8.8
O=c1[nH]cnc2c1c(-c1ccccc1)cn2-c1cccc(Cl)c1	-0.9	-2.4	5.0	-0.4	4.0	-25.6	-7.1	6.6	-10.5
CCOC(=O)c1c(C)[nH]c(C(=O)NNC(=O)c2ccccc2)c1C	-4.0	1.3	-8.1	0.9	0.2	-5.2	-9.3	5.5	-1.9
Cn1ncc([N+](=O)[O-])c1C(=O)NC1CCCCCC1	-6.0	-3.4	-3.1	0.7	0.6	nt	-1.1	-0.9	nt
Cc1ccc(NC(=O)CCN2C(=O)OC(C)(C)C2(C)O)cc1 (stereo not given)	-5.2	-3.5	-20.2	0.7	1.4	-9.2	-19.3	10.5	8.3
CC(C)CCc1c(O)nc(SCC(=O)N2CCCCCC2)[nH]c1=O	-3.7	0.8	-5.7	1.6	0.5	-6.5	-2.6	2.0	3.9
COc1cccc(-c2nc3cc(C)ccc3o2)c1	-2.8	5.7	-14.3	-0.7	0.5	-10.5	-7.5	8.4	-11.1
O=C(/C=C/c1ccco1)Nc1cccc(-c2nc3ccccc3[nH]2)c1	-4.6	-1.6	-17.9	12.1	2.2	-9.8	12.6	-12.2	-7.2
O=C(O)C1=C[C@@H](c2csc3ccccc23)C[C@@H](OCCCCO)O1	-0.7	-4.9	-4.4	2.1	0.3	-3.1	-5.3	3.5	-5.0
O=S(=O)(c1ccc(NCCc2c[nH]c3ccccc23)nc1)N1CCOCC1	-1.7	2.8	-13.2	6.4	1.6	-16.2	-1.9	4.7	-10.4
COc1ccc([C@H]2CC(=O)C[C@@H](CCn3cc(C)nn3)O2)cc1	nt	-9.4	-16.9	1.6	-0.1	nt	nt	nt	nt
COc1ccc(OC)c(NC(=O)Nc2nnc(N3CCC(C)CC3)s2)c1	-4.0	-3.0	9.7	0.8	-0.4	-6.2	-1.8	10.0	-4.2
COc1ccc2c(CC(=O)OCC(=O)Nc3ccc(S(N)(=O)=O)cc3)coc2c1	-1.5	0.0	-14.7	7.3	1.7	7.2	-2.5	5.5	1.2
Cc1nc(Br)c(Br)c(C)c1Br	-3.5	-0.3	-18.1	1.6	1.2	-15.3	-4.4	5.7	-1.1
COc1ccc(OC)c(S(=O)(=O)Nc2ccc(CC(=O)O)cc2)c1	-4.4	4.2	-7.6	-0.5	0.9	0.7	-0.2	10.1	-2.8
CCCCCC(=O)N1CCN(CCN=CC2=C(O)CC(c3ccco3)CC2=O)CC1 (stereo not given)	-5.2	-5.2	0.2	0.0	-0.5	-23.5	-0.3	-0.9	-1.5
CCn1c(SCC(=O)OC)nc2sc3c(c2c1=O)CCC3	-11.1	6.5	-12.2	1.1	0.8	-6.2	-18.7	10.0	4.7
COc1ccc(NC(=O)C/C(C)=N/NC(=O)c2ccco2)c([N+](=O)[O-])c1	-5.0	6.8	-15.8	0.1	0.8	-3.3	-7.6	9.0	-5.1
O=C(NN1CCOCC1)NC12CC3CC(CC(C3)C1)C2	-1.8	-10.9	-7.9	6.7	1.3	-5.1	2.9	4.0	-8.3
Fc1cccc(Cl)c1/C=N/n1c(-c2cccnc2)n[nH]c1=S	-8.4	2.6	0.9	0.5	2.4	-2.2	-2.7	12.2	-10.1
CCOCCCNC(=O)c1ccc2c(c1)ncn2-c1ccc(CC)cc1	-4.6	11.3	1.6	9.2	2.2	-15.7	3.7	1.6	-1.0
CCOc1ccc(CCNC(=O)COC(=O)/C=C/c2ccccc2OC)cc1OCC	-6.4	-4.8	-3.9	1.3	-0.7	-29.0	-3.9	2.5	-5.0
C[C@@H]1CN([C@H](C)CO)S(=O)(=O)c2ccc(-c3cccc(C(=O)N(C)C)c3)cc2O[C@H]1CN(C)C(=O)Nc1ccc(F)cc1	-8.6	-13.2	-2.6	0.6	0.0	nt	-19.3	7.4	nt
Cc1cc(C(=O)OCC(=O)Nc2cccc(S(N)(=O)=O)c2)c2ccccc2n1	-4.5	-1.4	-7.2	-0.4	0.0	6.4	0.8	2.1	1.5
COc1ccc(N2C3=[N+](CCCC3)CC2(C)O)cc1 (stereo not given)	-7.9	3.2	1.4	0.7	0.0	-6.9	3.8	4.3	-6.8

Complete entries, looked up by structure. Order of values: CHRM1 agonist, CHRM4 antagonist, CHO-K1 Ca antag, CHRM4 agonist, CHO-K1 Ca ag, CHO parental Ca, CHRM1 antagonist, M1 PAM, OXTR potentiate
Record of `O=C(OCn1nnc2ccccc2c1=O)c1cc2ccccc2o1` = -2.7, 8.3, 1.8, 1.0, 0.0, 3.4, -17.9, 9.6, -3.4
Record of `COc1ccc([C@H]2CC(=O)C[C@@H](CCn3cc(C)nn3)O2)cc1` = nt, -9.4, -16.9, 1.6, -0.1, nt, nt, nt, nt

Further entries follow:
Compound	CHRM1 agonist	CHRM4 antagonist	CHO-K1 Ca antag	CHRM4 agonist	CHO-K1 Ca ag	CHO parental Ca	CHRM1 antagonist	M1 PAM	OXTR potentiate
CC1CCCCN1C(=O)CCn1c(=S)oc2ccccc21 (stereo not given)	-5.9	2.0	-14.5	0.9	1.4	-5.1	-15.6	7.2	-6.3
O=[N+]([O-])c1cc2c(c(CSc3ncccn3)c1)OCOC2	-2.5	2.4	4.4	-0.1	-0.7	2.3	-1.1	7.4	-8.1
CC1CC2(C)Oc3ccccc3CC2C(C)C1CNCCCN(C)C (stereo not given)	12.1	-3.3	2.2	1.6	0.1	5.6	5.2	-4.2	-2.8
C/C(=N/NC(=O)c1ccncc1)c1c[nH]c2ccccc12	-5.2	0.9	14.0	0.8	0.2	-4.2	-4.4	7.2	-1.4
S=C(NCc1ccncc1)NC1CCCCC1	-5.0	1.1	-4.3	0.7	0.9	-3.5	-6.6	5.1	-14.8
COc1cccc(CNC(=O)C2CCN(S(=O)(=O)c3ccc4c(c3)CC(C)N4C(=O)C3CC3)CC2)c1 (stereo not given)	3.3	-0.5	8.1	2.8	2.2	-22.2	12.6	12.5	-6.2
Cc1ccc(C23CC4CC(CC(NC(=O)NCCN(C)C)(C4)C2)C3)cc1	-3.3	-2.1	-10.8	3.3	3.7	-14.9	-13.0	4.3	-13.6
CC(=O)Oc1ccc(C(=O)Nc2ccccc2C(=O)Nc2cccc(C(=O)O)c2)cc1	-3.3	7.0	3.6	-0.9	0.0	0.3	5.1	-1.1	-19.3

High-throughput results as filed in PubChem.
